From PubChem BioAssay
SNCA viab count – reduces viability of HEK-293 SNCA reporter cells | 0.12% of 150,000 active | HEK-293-SNCA-luc viability, GF-AFC fluorescence, 24 h | Potency, µM (doses to about 57.1 µM), without a hit: at the highest dose activity change, negative = cytotoxicity, usual class: cytotoxic;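 further: potency means the concentration at half of the fitted maximal effect; 0% = DMSO-treated cells and -100% = medium-only wells without cells; nearly all actives have a fitted effect of over 30% in size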
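Cytotoxicity counterscreen: after 24 h compound treatment of genome-edited SNCA-luciferase HEK-293 cells, live-cell protease substrate GF-AFC read by fluorescence after 30 min; activity scaled between DMSO (0%) and medium-only (-100%), curves Hill-fitted.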
GPT2 inhibitor – blocks human glutamate pyruvate transaminase 2; Q8TD30; Recombinant GPT2, coupled pyruvate oxidase/HRP Amplex Red fluorescence; 0.25% of 100,000 active; Potency, µM (top dose mostly 57.7 µM), for inactives: at the top dose activity change, negative = inhibition, most hits filed as inhibitors; further: potency means the concentration at half of the fitted maximal effect; nearly all actives have a fitted effect of over 60% in size; many of its hits are not listed in these tables
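Fluorescence of coupled pyruvate oxidase/HRP/Amplex Red system (50uM Amplex, 30 min, dark) reports pyruvate formed by GPT2. Enzyme reaction: 10ng/uL GPT2, 2mM L-alanine, 250uM a-KG, 30 min room temperature, pH 7.5; 50uM AOA control.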
Luciferase inh – Photinus pyralis luciferase inhibition; Potency, µM (series often up to 115 µM), inactives show at the top dose activity change, negative = inhibition, hits mostly inhibitors; purified P. pyralis luciferase, luminescence, biochemical; P08659; 2.5% of 76,000 active; further: potency means the concentration at half of the fitted maximal effect; nearly all actives have a fitted effect of over 65% in size
Target sequence (P08659 whole entry, looked up): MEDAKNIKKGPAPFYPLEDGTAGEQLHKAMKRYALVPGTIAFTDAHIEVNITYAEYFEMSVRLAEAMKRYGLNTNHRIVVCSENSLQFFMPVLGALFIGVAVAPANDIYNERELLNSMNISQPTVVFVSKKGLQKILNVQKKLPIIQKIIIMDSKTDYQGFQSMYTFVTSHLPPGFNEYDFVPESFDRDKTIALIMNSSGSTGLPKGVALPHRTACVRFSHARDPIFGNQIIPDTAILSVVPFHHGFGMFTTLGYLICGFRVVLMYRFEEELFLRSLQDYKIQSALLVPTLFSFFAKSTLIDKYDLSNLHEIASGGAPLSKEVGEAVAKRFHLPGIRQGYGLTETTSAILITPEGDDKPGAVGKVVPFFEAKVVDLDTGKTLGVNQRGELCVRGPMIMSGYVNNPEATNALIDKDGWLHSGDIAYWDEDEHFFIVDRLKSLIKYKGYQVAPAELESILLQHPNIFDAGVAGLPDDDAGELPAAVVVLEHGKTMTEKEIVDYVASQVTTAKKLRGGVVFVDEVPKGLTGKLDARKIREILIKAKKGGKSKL
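Luminescence read by CCD imaging after purified firefly luciferase (10nM final) was added to substrate buffer holding 10uM D-luciferin and 10uM ATP, pH 7.5, pre-dosed with compound.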
HEK cytotox – kills HEK 293 cells; HEK 293 viability, ATP luminescence (CellTiter-Glo), 48-72 h; Potency, µM (top dose mostly 115 µM), for the others: at the top dose activity change, negative = cytotoxicity, hits mostly inhibitors; 6.6% of 94,000 active; AID 1345083; further: potency means the concentration at half of the fitted maximal effect; nearly all actives have a fitted effect of over 60% in size
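Viability of HEK 293 cells, plated at 250 cells/well, was judged by cellular ATP after compound treatment for 48 or 72 hr. Luminescence was imaged 10 min after CellTiter-Glo addition at room temperature.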
SNCA expr inh – inhibitors of alpha-synuclein (SNCA) gene expression | Potency, µM (series often up to 57.2 µM), inactives show top-dose activity change, negative = inhibition, most hits filed as inhibitors | 0.17% of 140,000 active | HEK-293 SNCA-luciferase knock-in, luminescence, 24 h;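 further: potency means the concentration at half of the fitted maximal effect; plate controls were DMSO cells for no effect and cell-free wells for full effect; nearly all actives have a fitted effect of over 45% in size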
IP6K1 inh – inhibitors of human IP6K1 | Q92551 | IP6K1 kinase, ADP-Glo luminescence, 2 h; hits give low values | activity change, % (series mostly up to about 58 µM) | 0.81% of 140,000 active | AID 1645851; in the data active means activity change below about -25%
Target sequence (Q92551 whole entry, looked up): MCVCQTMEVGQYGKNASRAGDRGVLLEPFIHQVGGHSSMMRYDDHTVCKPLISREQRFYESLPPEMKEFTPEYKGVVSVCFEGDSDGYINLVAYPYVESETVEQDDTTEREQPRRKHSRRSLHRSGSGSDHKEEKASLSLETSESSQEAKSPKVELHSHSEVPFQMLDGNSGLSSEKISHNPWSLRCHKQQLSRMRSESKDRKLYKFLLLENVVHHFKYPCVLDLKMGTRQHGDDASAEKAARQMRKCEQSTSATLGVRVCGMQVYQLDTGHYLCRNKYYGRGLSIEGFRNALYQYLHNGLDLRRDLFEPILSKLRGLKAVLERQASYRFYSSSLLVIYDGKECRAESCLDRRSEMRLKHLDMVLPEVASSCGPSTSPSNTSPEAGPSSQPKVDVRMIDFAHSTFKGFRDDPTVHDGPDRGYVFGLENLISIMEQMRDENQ
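ADP-Glo luminescence measures ADP made by human IP6K1 during a 2 h RT reaction with ATP/IP6 (mix at 1.3 mM/130 uM); top library doses 57.5 and 19.1 uM final.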
NIH3T3 tox – cytotoxic compounds in NIH 3T3 cells | NIH 3T3 viability, CellTiter-Glo ATP luminescence, 48-72 h | Potency, µM (highest dose often 96.7 µM), for the others: top-dose activity change, negative = cytotoxicity, actives largely listed as inhibitors | 4.3% of 94,000 active | AID 1345082; further: potency means the concentration at half of the fitted maximal effect; nearly all actives have a fitted effect of over 55% in size
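First NIH 3T3 cells are plated at 400 cells/well; next compound is pinned in; then plates incubate 48 or 72 hr at 37 °C; finally CellTiter-Glo is added and luminescence read after 10 min.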
An asterisk follows results filed as active; i = inactive; ? = inconclusive; · = not tested or not shown; [ ] = remark or other dose. Unless noted, the call rests on the fitted dose curve; in most records, active means well fitted curve in the direction sought with a large enough effect; inconclusive means small, poorly fitted or top-dose-only effect, or another doubt; inactive means no such curve, though single readings can be large; an effect the other way counts as inactive or inconclusive. Unless noted, on the % scale 0 is the no-effect control and ±100 the full control effect.

1) CCOc1ccc(CNC(=O)CCC(=O)N2CC(C)Sc3ccccc32)cc1 (stereo unspecified)
2) COc1ccc(Nc2ccnc(N3CCC(N[S+](=O)([O-])c4cccc(C(F)(F)F)c4)CC3)n2)cc1
3) O=C(c1ccncc1)N1CCC2(CC1)N=C(c1ccccc1)NO2
4) Nc1cccc2c1CN(C1CCC(=O)NC1=O)C2=O (stereo unspecified)
5) O=C(Nc1ccccc1F)c1nc(SCc2ccccc2F)ncc1Cl
6) CCSC1=NC2(CCN(C(=O)NC3CCCCC3)CC2)N=C1c1ccc(C)cc1
7) O=C(Cc1c[nH]c2ncc(-c3ccccc3)cc12)NC1CCOCC1
8) COc1cccc2cc(C(=O)NCCc3c(C)[nH]c4ccc(Br)cc34)c(=O)oc12
9) CC(C)c1noc(-c2ccccc2OCC(=O)Nc2ccccc2[N+](=O)[O-])n1
10) Cc1nonc1OCCNC(=O)[C@H]1CNC[C@@H](C(=O)N2CCOCC2)C1
assay / compound,1,2,3,4,5,6,7,8,9,10
SNCA viab count,-1%,?,4%,54%[23.9 µM],9%,-1%,-1%[87.6 µM],24%,?,-2%
GPT2 inhibitor,·,i,i,-2%,·,·,0%[88.5 µM],·,·,2%
Luciferase inh,·,·,-5%,·,·,·,-12%[172 µM],·,·,10%
HEK cytotox,·,22µM*,7%,·,·,·,?,·,·,4%
SNCA expr inh,-4%,?,-6%,-1%[25.6 µM],30%[activator],-4%,?,-14%,2%,27%
IP6K1 inh,27,10,7,-4,22,-19,-21,-3,0,-17
NIH3T3 tox,·,18µM*,i,·,·,·,?,·,·,i

11) O=C(NCCc1ccccc1)[C@@H]1C[C@@H](c2ccc(F)cc2)N([S+](=O)([O-])c2cccnc2)C1
12) COc1cccc2c1cc1c(=O)n(CC(=O)N3CCN(c4cccc(C)c4)C(C)C3)nc(C)n12 (stereo unspecified)
13) CN1CCN(C(=O)c2ccc3nnc(C4CCCC4)n3c2)CC1
14) CC(C)C(=O)NC1CCN(c2cn[nH]c(=O)c2)CC1
15) CC(=O)Nc1ccn(C2COC(COC(=O)c3ccccc3)O2)c(=O)n1 (stereo unspecified)
16) CCc1noc(-c2ccc(N(C)Cc3ccc(OC)cc3)c([N+](=O)[O-])c2)n1
17) O=C(CCS(=O)(=O)c1ccccc1)N(Cc1cccnc1)c1nc2c(Cl)cccc2s1
18) Cc1ccc(-c2nnc(SCc3ccccc3)o2)cc1
19) COc1ccc2c3c1OC1C[C@@H](O)C=C[C@@]31CCN(C)C2 (stereo partly specified)
20) O=C(Cc1ccc(F)cc1)N1CCC(c2n[nH]c(=O)n2-c2ccccc2)CC1
assay / compound,11,12,13,14,15,16,17,18,19,20
SNCA viab count,-10%,-10%,-6%[87.6 µM],1%,?,-12%,3%,6%,-8%,-3%
GPT2 inhibitor,-9%,·,i,4%,3%,·,·,·,i,1%
Luciferase inh,3%,·,·,17%,·,·,·,·,·,4%
HEK cytotox,-24%,·,-1%[172 µM],-1%,·,·,·,·,·,10%
SNCA expr inh,5%,-16%,-5%[87.6 µM],4%,-26%[25.6 µM],0%,7%,118%[activator],9%,2%
IP6K1 inh,4,-8,2,10,14,9,-3,18,·,-18
NIH3T3 tox,?,·,-26%[138 µM],-7%,·,·,·,·,·,-28%

21) O=C(c1n[nH]c2ccccc12)N1CC(c2nc(CCOCC3CC3)no2)C1
22) COc1ccc(-c2noc(CSc3nc(N)cc(=O)[nH]3)n2)cc1OC
23) COc1nc(-c2ccc(C)cc2)ccc1-c1noc(-c2ccccc2Br)n1
24) Cc1ccc(CNC(=O)CCCc2nnc3n(C)c(=O)c4sccc4n23)cc1
25) Cc1ccc(-c2nc(C(=O)NCc3ccc(F)cc3F)no2)cc1
26) CCOC(=O)c1ccc(NC(=O)c2c(NCc3sccc3C)sc3c2CCC(C)C3)cc1 (stereo unspecified)
27) CCOC(=O)c1sc(NC(=O)c2nc3ncccn3n2)c(C(=O)OC)c1C
28) COc1cccc(NC(=O)Nc2ccc3c(c2)N(C)C(=O)c2ccccc2S3)c1
29) O=C(CC1CCCC1)N1CCCCCC1c1nc(-c2cccnc2)no1 (stereo unspecified)
30) CCCN1C(=O)C(Cc2nc3ccccc3c(=O)n2-c2ccc(OC)cc2)c2cc(C)ccc21 (stereo unspecified)
assay / compound,21,22,23,24,25,26,27,28,29,30
SNCA viab count,5%,2%,5%,6%,5%,-1%,?,-25%,-11%,-15%
GPT2 inhibitor,0%,·,·,·,i,·,·,·,i,·
Luciferase inh,-4%,·,·,·,?,·,·,·,1%,·
HEK cytotox,-12%,·,·,·,-21%,·,·,·,?,·
SNCA expr inh,26%,21%,21%,6%,2%,0%,11%,20µM*,5%,-15%
IP6K1 inh,7,-14,-3,8,-11,27,-3,-1,2,-10
NIH3T3 tox,-15%,·,·,·,-7%,·,·,·,-5%,·

31) Cn1ccnc1CNCC1(COc2ccc(C(F)(F)F)cn2)C[C@@H](O)[C@@H](O)C1 (stereo partly specified)
32) Cc1nc(CN2C(=O)OC3(CCN(C(=O)Cc4ccccc4)CC3)C2(C)c2ccccc2)cs1 (stereo unspecified)
33) CO[C@@H]1CO[C@H]2[C@@H]1OC[C@@H]2NC(=S)Nc1ccc(Cl)cc1
34) COc1ccc(CNC(=O)[C@H]2O[C@H](CCN(C)CCc3ccccc3)CC[C@@H]2O)cc1
35) Cc1ccc(C(=O)N2CCC3(CC2)CCN(CCc2ccccc2)c2ccccc2O3)cc1
36) COc1ccc(-n2c(=O)c(C(=O)N3CCN(c4ncccn4)CC3)nc3cccnc32)cc1
37) COc1ccccc1CNC(=O)C1CCCN(S(=O)(=O)c2ccc3c(c2)CCCN3C(C)=O)C1 (stereo unspecified)
38) O=C(c1ccccc1Cl)N1CCCC2(C1)NC(=O)N(Cc1ccccc1)C2=O (stereo unspecified)
39) O=C(Nc1c2c(nn1-c1ccc(Cl)cc1)CS(=O)(=O)C2)c1ccccc1F
40) CCn1cc(C(=O)NCCc2ccc(OC)c(OC)c2)c(=O)c2cc(S(=O)(=O)N3CCC(C)CC3)ccc21
assay / compound,31,32,33,34,35,36,37,38,39,40
SNCA viab count,-3%,-7%,1%[87.6 µM],2%[87.6 µM],-16%,2%,5%,7%,0%,?
GPT2 inhibitor,i,0%,2%[88.5 µM],-2%[88.5 µM],i,-6%,·,3%,·,·
Luciferase inh,-2%,14%,?,2%[172 µM],-9%,·,·,-7%,·,·
HEK cytotox,-5%,-12%,-25%[172 µM],-5%[172 µM],?,i,·,-25%,·,·
SNCA expr inh,-11%,?,42%[activator][87.6 µM],-27%[87.6 µM],6%,-3%,21%,10%,23%,-15%
IP6K1 inh,26,-13,11,1,7,12,-2,7,16,-13
NIH3T3 tox,-2%,?,-26%[138 µM],i,40µM*,-12%,·,-13%,·,·

Rewritten with values under each structure: part of the list above
Each structure is followed by: SNCA viab count | GPT2 inhibitor | Luciferase inh | HEK cytotox | SNCA expr inh | IP6K1 inh | NIH3T3 tox
[36] COc1ccc(-n2c(=O)c(C(=O)N3CCN(c4ncccn4)CC3)nc3cccnc32)cc1
→ 2% | -6% | · | i | -3% | 12 | -12%
[33] CO[C@@H]1CO[C@H]2[C@@H]1OC[C@@H]2NC(=S)Nc1ccc(Cl)cc1
→ 1%[87.6 µM] | 2%[88.5 µM] | ? | -25%[172 µM] | 42%[activator][87.6 µM] | 11 | -26%[138 µM]
[40] CCn1cc(C(=O)NCCc2ccc(OC)c(OC)c2)c(=O)c2cc(S(=O)(=O)N3CCC(C)CC3)ccc21
→ ? | · | · | · | -15% | -13 | ·

(continued)
41) CC(C)COc1ccc(C(=O)Nc2cc3nn(-c4ccccc4)nc3cc2Cl)cc1
42) CCOc1cc(CNC(=O)c2ccc(C)c(NC(=O)c3nsc4ccccc34)c2)ccc1OC
43) O=C(NCc1ccccc1)c1nc2sccn2c1-c1ccc(F)cc1
44) CN(C)C(=O)c1cccnc1OC1CCN(C(=O)c2cccc(Cl)c2)C1 (stereo unspecified)
45) COc1ccc(C(=O)NCC2Cn3cccc3C(=O)N2Cc2ccccc2)cc1OC (stereo unspecified)
46) COc1ccc2c(c1)c1c(c(=O)n(-c3cc(Cl)ccc3C)c(=O)n1CC(=O)N1CCCC1)n2C
47) CC(=O)c1ccc(NC(=O)Cn2c(=O)cc(C)c3c(C)nn(-c4cccc(F)c4)c32)cc1
48) O=C(CCn1nc(-c2ccc(Cl)cc2)c2ccccc2c1=O)Nc1ccc(OC(F)(F)F)cc1
49) CC1Oc2ccc(NC(=O)c3c(F)cccc3F)cc2CN(CCc2ccc(F)cc2)C1=O (stereo unspecified)
50) Cc1cccc(NC(=O)Cc2ccc(-n3c(C)nc4cccnc43)cc2)c1C
assay / compound,41,42,43,44,45,46,47,48,49,50
SNCA viab count,-2%,-6%,-10%,4%,-13%,?,-9%,-2%,9%,9%
GPT2 inhibitor,·,·,i,i,i,·,·,·,?,·
Luciferase inh,·,·,·,2%,0%,·,·,·,8%,·
HEK cytotox,·,·,i,3%,-28%,·,·,·,?,·
SNCA expr inh,-11%,58%[activator],-31%,3%,35%[activator],?,35%[activator],9%,-7%,53%[activator]
IP6K1 inh,-4,17,7,6,10,41,-2,8,21,10
NIH3T3 tox,·,·,-9%,-16%,-17%,·,·,·,?,·

51) Cc1ccc(NC(=O)N2C[C@@H](F)C[C@H]2C(=O)N2CCc3ccccc3C2)cc1F
52) CNC(=O)c1cc(C2CC2)nc2onc(C3CCN(C(=O)c4ccncc4)CC3)c12
53) CCc1ccc(NC(=O)C(=O)NCC(c2ccc3c(c2)OCO3)N2CCOCC2)cc1 (stereo unspecified)
54) CC#CCn1cc2c3c(cccc31)[C@H](CC(C)C)N[C@H](C(=O)N1CCN(CCOC)CC1)C2
55) COc1ccc(-n2nc3cc(C)c(NC(=O)Cc4ccc(Cl)cc4)cc3n2)cc1
56) OCc1c[nH]c2ccccc12
57) Cc1coc2c(C)c3oc(=O)c(CCC(=O)NCCc4ccc(Cl)cc4)c(C)c3cc12
58) O=C(NCc1csc2ccc(Cl)cc12)C1CC2(CCNCC2)CN1 (stereo unspecified)
59) O=C(CN1C(=O)C(c2ccccc2)=NC12CCCC2)NCCC1=CCCCC1
assay / compound,51,52,53,54,55,56,57,58,59
SNCA viab count,-20%,·,2%,-22%,9%,-13%,11%,6%,6%[12.5 µM]
GPT2 inhibitor,3%,·,·,-6%,·,?,·,i,i
Luciferase inh,-10%,·,·,2%,·,·,·,0%,-5%
HEK cytotox,40µM*,?,·,?,·,·,·,-4%,-24%
SNCA expr inh,23%,·,-24%,15%,64%[activator],-30%,-9%,-16%,-21%
IP6K1 inh,0,-13,8,0,10,-28*,11,-3,4
NIH3T3 tox,35µM*,4%,·,?,·,·,·,-24%,-13%

Only part of the results is shown; rates above refer to the full screens.
